IL1B secr inh = qHTS for Inhibitors of Inflammasome Signaling: IL-1-beta AlphaLISA Primary Screen | THP-1 LPS/ATP IL-1B secretion, AlphaLISA, 16 h; hits give low values | 360,000 tested, 4.7% active | activity change, % at 57.5 µM; in the data active = activity change below about -50%; inconclusive = mostly about -30% to -49%; note: % is set by controls: 0 for no effect and ±100 for the full control effect
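THP-1 cells pretreated 1 hr with compounds (up to 57.5 uM final), then stimulated with LPS (250 ng/mL final) plus ATP (1.25 mM final); secreted IL-1B measured by AlphaLISA after 16 hr, decreased signal indicating inhibition.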
ATXN2 expr inh = Primary qHTS for Inhibitors of ATXN expression; HEK-293 ATXN2-luciferase reporter, luminescence, 24 h; Potency, µM (titrated, usually from 57 µM), inactives show at the top dose activity change, negative = inhibition, actives largely listed as inhibitors; 360,000 tested, 0.72% active; note: potency is the fitted concentration of half-maximal effect; % is set by controls: 0 for no effect and ±100 for the full control effect; nearly all actives have a fitted effect of over 55% in size
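qHTS (up to 57 uM final) was run with 24 h compound exposure of reporter cells at 37 °C. Each well was multiplexed: SteadyGlo luminescence measured ATXN2-luciferase expression after a fluorogenic Gly-Phe-AFC viability readout (25 uM final).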
S2 tox = Viability Counterscreen for Primary qHTS for Inhibitors of ATXN expression. 400,000 tested, 0.49% active. S2 cells (HEK-293 line with an ATXN2-luciferase reporter) viability, CellTiter-Fluor protease fluorescence, 24 h. Potency, µM (highest dose often 56.7 µM), actives largely listed as cytotoxic; note: potency is the fitted concentration of half-maximal effect; nearly all actives have a fitted effect of over 40% in size
SW480 rerep = A quantitative high throughput screen for small molecules that induce DNA re-replication in SW480 colon adenocarcinoma cells; 340,000 tested, 1.8% active; SW480 DNA re-replication, Hoechst DNA content imaging, 48 h; AID 624297, 2012; Potency, µM (doses to about 46.1 µM), inactives show at the highest dose re-replication activation, most hits filed as activators; note: potency is the fitted concentration of half-maximal effect; % of control where 0% means no effect; nearly all actives have a fitted effect of over 55% in size
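Quantitative HTS format with DMSO vehicle controls; 48 hr drug incubation at 37 C, then 40 min Hoechst staining and scanning imager measurement at 405 nm excitation.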
KB-V1 cytotox = qHTS assay for MDR1-selective chemotherapeutics: Primary screen using the drug-selected MDR subline cells KB-V1; KB-V1 MDR cells viability, CellTiter-Glo, 72 h; Potency, µM (top dose mostly 46.1 µM), inactives show at the highest dose activity change, negative = cytotoxicity, actives largely listed as cytotoxic; 400,000 tested, 3.4% active; AID 1347076, 2019; note: potency is the fitted concentration of half-maximal effect; % is set by controls: 0 for no effect and ±100 for the full control effect; nearly all actives have a fitted effect of over 60% in size
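Cells of the MDR subline KB-V1 are plated, dosed with compound at multiple concentrations, and incubated 72 h at 37 degrees C; CellTiter-Glo is then added and luminescence read after 10 min.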
HT1080 IDH1KD tx = qHTS for induction of synthetic lethality in tumor cells producing 2HG: qHTS for the HT-1080-IDH1KD cell line | HT-1080 IDH1 knockdown viability, ATP luminescence, 48 h | Potency, µM (top dose mostly 46.1 µM), for the others: top-dose activity, negative = toxicity, usual class: cytotoxic | 360,000 tested, 2% active;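 note: potency is the fitted concentration of half-maximal effect; 0% = DMSO wells and -100% = cell-free medium wells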
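% activity derives from luminescence (CellTiter-Glo), normalised to DMSO and no-cell wells. HT-1080-IDH1KD cells, 750/well, had 48 h compound exposure at 37 °C.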
MCF10A rerep = A quantitative high throughput screen for small molecules that induce DNA re-replication in MCF 10a normal breast cells; 350,000 tested, 2.9% active; MCF 10A DNA re-replication, Hoechst nuclear intensity, 48 h; AID 624296, 2012; Potency, µM (top dose mostly 46.1 µM), for the others: top-dose activity, positive = re-replication, usual class: activators; note: potency is the fitted concentration of half-maximal effect; % of control where 0% means no effect; nearly all actives have a fitted effect of over 50% in size
KB-3-1 cytotox = qHTS assay for MDR1-selective chemotherapeutics: Primary screen using the parental adenocarcinoma cell KB-3-1. 400,000 tested, 1.4% active. AID 1347075, 2019. KB-3-1 viability, CellTiter-Glo ATP luminescence, 72 h. Potency, µM (doses to about 46.1 µM), for inactives: top-dose activity change, negative = cytotoxic, hits mostly cytotoxic; note: potency is the fitted concentration of half-maximal effect; % is set by controls: 0 for no effect and ±100 for the full control effect; nearly all actives have a fitted effect of over 60% in size
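Cytotoxicity measured as CellTiter-Glo luminescence after 72 h at 37 C. Compound titrations were pinned onto drug-naive KB-3-1 parental adenocarcinoma cells grown in DMEM with 10% FBS, and normalized data fitted to concentration-response curves.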
HT1080NT lethal = qHTS for induction of synthetic lethality in tumor cells producing 2HG: qHTS for the HT-1080-NT fibrosarcoma cell line; HT-1080-NT fibrosarcoma viability, CellTiter-Glo ATP luminescence, 48 h; Potency, µM (titrated, usually from 46.1 µM), for inactives: top-dose activity, negative = less viability, actives largely listed as cytotoxic; 360,000 tested, 1.6% active; AID 686970, 2013;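 note: NT is the 2HG producing partner of a matched IDH1 knockdown line; potency is the fitted concentration of half-maximal effect; 0% = DMSO-treated cells and -100% = media-only wells without cells; nearly all actives have a fitted effect of over 55% in size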
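750 cells/well, RPMI + 5% FBS; 2 h settle, compound pin-transfer, 48 h at 37 degrees C. CellTiter-Glo 10 min RT, luminescence. Normalized to DMSO and media-only wells.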
Numbers without * were called inactive; i = inactive; u = inconclusive; x = not tested or not shown; & = joins results of further samples; [ ] = another dose, or the depositor's remark. Unless noted, calls come from the whole dose curve; as a rule, active = well fitted curve in the direction sought with a large enough effect; inconclusive = small, poorly fitted or top-dose-only effect, or another doubt; inactive = no such curve, though single readings can be large; an effect the other way counts as inactive or inconclusive.

SMILES | IL1B secr inh | ATXN2 expr inh | S2 tox | SW480 rerep | KB-V1 cytotox | HT1080 IDH1KD tx | MCF10A rerep | KB-3-1 cytotox | HT1080NT lethal
COc1ccc(N(C(=O)c2ccco2)C(C(=O)NC2CCCC2)c2cc(OC)c(OC)c(OC)c2)cc1 (stereo not given) | -5 | -2% | i | -2% | 3% | 8% | u | -8% | 6%
O=C(c1ccc(S(=O)(=O)N2CCCCCC2)cc1)N1CCN(c2ccccc2)CC1 | -16 | -10% | i | -8% | -32% | 10% | -2% | -4% | 5%
CC(C)NC(=O)C1(C)CCN1Cc1cccc(C#N)c1 (stereo not given) | 1 | 11% | i | x | 2% | 9% | x | 0% | 22%
CCOc1ccc(OCC)c(NC(=O)CCn2c(=O)oc3ccccc32)c1 | -11 | -8% | i | -1% | 8.2µM* | -1% | -3% | 12% | 4%
CC1C(=O)N2CCCc3cc(S(=O)(=O)Nc4ccccc4F)cc1c32 (stereo not given) | 7 | 9% | i | -2% | u | 4% | 0% | 2% | 5%
c1ccc2[nH]c(-c3cscn3)nc2c1 | -21 | 2%&52%&37% | i | 7% | -4% | 2% | 2% | 0% | 3%
Cc1cccc([C@@H]2[C@@H]3C(=O)N(Cc4ccccc4)C(=O)[C@@H]3[C@]3(C)C(=O)N(c4cccc(Cl)c4)C(=O)N23)c1 | -1 | -2% | u | 3% | u | 5% | -8% | -1% | 1%
COc1cccc(NC(=O)CC2C(=O)OCCN2Cc2ccccc2)c1 (stereo not given) | x | -16% | i | x | 7% | x | x | -22% | x
Cc1ccc(OCC(=O)Nc2cc(C(C)(C)C)on2)cc1C | -4 | 8% | i | 17% | u | 13% | -3% | 2% | 21%
c1ccc(-c2csc3nnc(SCc4ccc5c(c4)OCO5)n23)cc1 | -26 | -31% | i | 8% | -18% | 1% | 2% | -15% | -9%
CC(=O)Nc1ccc(SC[C@H](C)CN2CC[C@H](O)CCC2=O)cc1 | -5 | 3% | i | -9% | -19%&-3% | 9% | -15% | 11%&-5% | 11%
COc1cc(C=c2c3ccccc3n3c2cc(-c2ccccc2)[n+]3C)cc(OC)c1OC | -26 | u | u | u | u | u | u | u | -15%
C/C(=N/NC(=O)c1ccc(C(C)(C)C)cc1)c1cccnc1 | 32 | -1% | i | -3% | -2% | -2% | 3% | -1% | -1%
CCCOc1ccccc1NC(=O)c1c(-c2ccccc2)noc1C | 30 | -21% | i | 2% | -5% | -11% | 0% | -15% | 0%
CCOc1c2ccc(C(=O)NCc3ccc(OC(F)(F)F)cc3)cc2nn1CC | -13 | 10% | i | -6% | 5% | 15% | -6% | 3% | 9%

Not a retest: 9 of the compounds above.
SMILES | IL1B secr inh | ATXN2 expr inh | S2 tox | SW480 rerep | KB-V1 cytotox | HT1080 IDH1KD tx | MCF10A rerep | KB-3-1 cytotox | HT1080NT lethal
c1ccc2[nH]c(-c3cscn3)nc2c1 | -21 | 2%&52%&37% | i | 7% | -4% | 2% | 2% | 0% | 3%
Cc1cccc([C@@H]2[C@@H]3C(=O)N(Cc4ccccc4)C(=O)[C@@H]3[C@]3(C)C(=O)N(c4cccc(Cl)c4)C(=O)N23)c1 | -1 | -2% | u | 3% | u | 5% | -8% | -1% | 1%
COc1cccc(NC(=O)CC2C(=O)OCCN2Cc2ccccc2)c1 (stereo not given) | x | -16% | i | x | 7% | x | x | -22% | x
Cc1ccc(OCC(=O)Nc2cc(C(C)(C)C)on2)cc1C | -4 | 8% | i | 17% | u | 13% | -3% | 2% | 21%
c1ccc(-c2csc3nnc(SCc4ccc5c(c4)OCO5)n23)cc1 | -26 | -31% | i | 8% | -18% | 1% | 2% | -15% | -9%
CC(=O)Nc1ccc(SC[C@H](C)CN2CC[C@H](O)CCC2=O)cc1 | -5 | 3% | i | -9% | -19%&-3% | 9% | -15% | 11%&-5% | 11%
COc1cc(C=c2c3ccccc3n3c2cc(-c2ccccc2)[n+]3C)cc(OC)c1OC | -26 | u | u | u | u | u | u | u | -15%
C/C(=N/NC(=O)c1ccc(C(C)(C)C)cc1)c1cccnc1 | 32 | -1% | i | -3% | -2% | -2% | 3% | -1% | -1%
CCCOc1ccccc1NC(=O)c1c(-c2ccccc2)noc1C | 30 | -21% | i | 2% | -5% | -11% | 0% | -15% | 0%

The listing picks up; the 2 compounds before the break are reprinted first.
SMILES | IL1B secr inh | ATXN2 expr inh | S2 tox | SW480 rerep | KB-V1 cytotox | HT1080 IDH1KD tx | MCF10A rerep | KB-3-1 cytotox | HT1080NT lethal
CCCOc1ccccc1NC(=O)c1c(-c2ccccc2)noc1C | 30 | -21% | i | 2% | -5% | -11% | 0% | -15% | 0%
CCOc1c2ccc(C(=O)NCc3ccc(OC(F)(F)F)cc3)cc2nn1CC | -13 | 10% | i | -6% | 5% | 15% | -6% | 3% | 9%
O=C(Nc1cc(=O)[nH]c2nc(-c3ccccc3)nn12)c1ccc(Cl)cc1 | 17 | 19% | i | -7% | 23% | -1% | -14% | -3% | 2%
CC(Sc1nnc(C(C)N(C)C)n1-c1ccc(Cl)cc1)C(=O)Nc1ccc2c(c1)OCO2 (stereo not given) | u | 5% | i | -4% | -7% | -7% | -3% | 2% | -15%
COc1cccc(Nc2nc3ccccc3c(=O)[nH]2)c1 | 0 | -12% | u | -7% | -21% | 0% | -9% | 31% | -10%
Cc1cccc(NC(=O)CNC(=O)COc2cccnc2[N+](=O)[O-])c1C | -2 | x | i | -10% | -9% | 7% | 12% | 1% | 0%
Cc1cc(C(=O)CN2C(=O)NC(CC(C)C)C2=O)c(C)n1C1CC1 (stereo not given) | 1 | 59%[activator] | i | -10% | 3% | 13% | -3% | 16% | 6%
COc1cc2c(cc1NCc1ccc3c(c1)OCO3)oc1ccccc12 | u | 38%[activator] | i | -4% | -27% | -6% | 10% | u | -6%
CN1CCN(S(=O)(=O)c2ccc3c(c2)NC(=O)CS3)CC1 | -13 | x | i | -1% | 9% | 1% | -2% | -10% | -4%
O=C(NCc1ccccc1Cl)c1nnc(CS(=O)(=O)c2ccccc2)o1 | -5 | -17% | u | 6% | 2% | 9% | 7% | 7% | -8%
Cc1cn([C@H]2C[C@H](O)[C@@H](CNCc3ccc(C#CCCO)cc3)O2)c(=O)[nH]c1=O | -7 | 2% | i | x | 0% | 13% | x | 29% | 11%
O=C(NC(=S)Nc1cccc(S(=O)(=O)NC2=NCCC2)c1)c1cc(-c2ccco2)nc2ccccc12 | 46 | -14% | u | 9.2µM* | 0% | 1.6µM* | u | 6.5µM* | 9.2µM*
Cc1ccccc1C(=O)NC1CCN(CC(=O)NCc2ccc(F)cc2)CC1 | -20 | -8% | i | -3% | -13% | -16% | 8% | 4% | -3%
O=C(O)c1cc(NS(=O)(=O)c2ccc(F)cc2)cc(NS(=O)(=O)c2ccc(F)cc2)c1 | 19 | 0% | i | -5% | u | 0% | -4% | 10% | 8%
Cc1nn(-c2ccccc2)c2sc(C(=O)Nc3cccc(Br)c3)cc12 | x | -17% | i | x | -22% | x | x | u | x
Cc1sc2ncnc(N3CCC(C(=O)Nc4ccccc4C(C)(C)C)CC3)c2c1C | -9 | -1% | i | u | u | -22% | 18% | -10% | -3%
CCOC(=O)[C@]12CCCC=C1N(Cc1cccc3ccccc13)C(=O)[C@H](CC(=O)NCC13CC4CC(CC(C4)C1)C3)C2 | -27 | -17% | i | x | -25% | 23µM* | x | -27% | u
COc1ccc(Cn2c(=O)[nH]c3cc(C(=O)NCCC(C)C)ccc3c2=O)cc1 | x | 3% | i | x | 27% | x | x | 5% | x
N#Cc1c(NC(=O)C2CCCO2)sc2c1CCCCC2 (stereo not given) | 35 | 50%[activator] | i | 2% | -18% | -1% | 7% | -14% | -5%
COc1ccc(C(=O)NC(=S)Nc2ccc(S(=O)(=O)Nc3cc(OC)nc(OC)n3)cc2)cc1 | 18 | -2% | i | 1% | -17% | -4% | -29% | -1% | -10%
CC(=O)c1ccc(OCC(=O)N2CCCC(Nc3ccc(C)c(C)c3)C2)cc1 (stereo not given) | i | 1% | i | -14% | u | 4% | 16% | 6% | -3%
Cc1c(C(=O)n2cnc3ccccc32)cccc1[N+](=O)[O-] | 15 | 21% | i | -32%[inhibitor] | u | 14% | -1% | 20% | 12%
CC1(C(=O)NS(=O)(=O)c2cccc(OC(F)F)c2)CCN1C(=O)C1CCCCC1 (stereo not given) | 35 | -3% | i | x | 2% | 30% | x | 0% | 13%
CCOc1ccc2nc(SCc3ccc(CC(=O)O)cc3)c(C#N)cc2c1 | 48 | -30% | i | -101%[inhibitor] | 19% | -6% | 0% | 7% | 11%
COc1ccc(-c2cc(C(=O)NCCCn3ccnc3)no2)cc1 | 21 | x | i | -4% | 6% | -10% | 7% | -3% | 1%
COc1c(Cl)cc(Cl)cc1C(=O)Nc1ccc(CN2CCCCC2)cc1 | -20 | u | u | -1% | -11% | 0% | 12µM* | 0% | -21%
CC1CCCC(C)N1S(=O)(=O)c1ccc(NC(=O)CCn2cnc3ccccc3c2=O)cc1 (stereo not given) | 3 | -17% | i | -2% | 18% | 2% | -8% | 1% | 4%
Cc1cc2nc(SCCN3CCCC3)[nH]c2cc1C | -1 | 4% | i | 4% | 7% | u | u | 14% | 0%
Cc1ccc(CCNC(=O)C2CCN(c3nn4c(=O)cc(C)nc4s3)CC2)cc1 | -13 | -11% | i | -2% | 24% | -16% | 1% | 15% | -2%
N#Cc1ccc(C(=O)Nn2cnnc2)cc1 | -5 | x | i | -8% | 0% | 0% | 0% | 5% | 3%
